High-throughput results: PubChem, several laboratories
NCOA3 inh: human NCOA3 inhibition | inhibition, % at 3.6 µM | 0.17% of 360,000 active | AID 588352 | Q9Y6Q9 | HEK293 GAL4-SRC3 luciferase reporter, luminescence;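 active means inhibition above a per-campaign cutoff, the mean of all compounds plus 3 SD, cut at about 60% in these data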;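 further: 0% = DMSO-treated cells and 100% = gossypol-treated cells at 36 µM; higher means less SRC3-driven luciferase light from the GAL4 reporter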
CF NFkB inh: blocks PAF-induced NF-kB reporter in cystic fibrosis cells. KKLEB NF-kB-GFP reporter, GFP fluorescence overnight. inhibition, % at 5 µM. 0.86% of 360,000 active;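 active means at least 50% inhibition at 5 µM, scaled per plate between neutral and stimulator controls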;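 further: PAF is a Pseudomonas aeruginosa culture filtrate used as stimulus; plate controls were PAF-stimulated DMSO wells for no effect and unstimulated DMSO wells for full effect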
NR5A2 inv ag: suppresses constitutive activity of human LRH-1; AID 602396; HEK293T StAR-luciferase reporter, LRH-1 transfected, 24 h; 0.13% of 360,000 active; inhibition, % at 3.6 µM; O00482;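 active means inhibition above the mean inhibition of all tested compounds plus 3 SD, cut at about 73% in these data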;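 further: 0% = DMSO wells and 100% = reporter-only cells lacking LRH-1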
Target sequence (O00482 whole entry, looked up): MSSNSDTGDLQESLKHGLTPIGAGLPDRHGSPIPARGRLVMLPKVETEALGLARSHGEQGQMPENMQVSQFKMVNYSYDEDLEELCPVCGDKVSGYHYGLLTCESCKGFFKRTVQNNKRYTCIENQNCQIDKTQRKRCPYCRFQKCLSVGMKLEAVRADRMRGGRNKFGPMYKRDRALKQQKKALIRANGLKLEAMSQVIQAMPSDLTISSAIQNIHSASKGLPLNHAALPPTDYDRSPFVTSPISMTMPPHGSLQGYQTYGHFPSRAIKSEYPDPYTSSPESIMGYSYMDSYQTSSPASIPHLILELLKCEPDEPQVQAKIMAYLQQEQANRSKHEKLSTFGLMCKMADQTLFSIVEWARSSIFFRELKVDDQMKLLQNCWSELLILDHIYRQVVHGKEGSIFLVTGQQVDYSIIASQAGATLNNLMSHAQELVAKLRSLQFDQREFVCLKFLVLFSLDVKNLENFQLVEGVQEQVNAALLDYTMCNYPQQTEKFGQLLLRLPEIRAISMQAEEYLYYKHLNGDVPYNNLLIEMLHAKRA
COUP-TFII inh: blocks human COUP-TFII nuclear receptor | P24468 | HEK293T NGFI-A luciferase reporter, luminescence | inhibition, % at 8.6 µM | 0.7% of 370,000 active | AID 686940;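 active means inhibition above a per-plate cutoff, mean inhibition of test wells between control levels plus 3 SD, cut at about 38% in these data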;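 further: cells cotransfected with COUP-TFII expression vector driving the NGFI-A reporter; 0% = median of COUP-TF2 test wells and 100% = reporter-only cells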
Target sequence (P24468 whole entry, looked up): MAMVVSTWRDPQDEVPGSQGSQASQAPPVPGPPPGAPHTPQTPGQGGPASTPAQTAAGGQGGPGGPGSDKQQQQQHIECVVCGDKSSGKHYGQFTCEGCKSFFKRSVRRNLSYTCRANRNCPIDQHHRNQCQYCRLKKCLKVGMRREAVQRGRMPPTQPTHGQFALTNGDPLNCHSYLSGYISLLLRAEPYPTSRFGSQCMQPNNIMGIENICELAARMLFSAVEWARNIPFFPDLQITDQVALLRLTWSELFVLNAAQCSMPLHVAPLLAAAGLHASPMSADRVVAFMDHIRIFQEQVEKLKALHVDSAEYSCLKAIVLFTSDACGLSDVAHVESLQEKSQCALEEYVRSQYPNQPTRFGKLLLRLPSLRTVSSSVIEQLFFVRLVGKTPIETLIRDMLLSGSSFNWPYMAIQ
KKLEB tox: reduces viability of KKLEB cystic fibrosis airway cells | KKLEB CF airway cells viability, ATPlite luminescence, overnight; hits give low values; cells stimulated with P. aeruginosa culture filtrate | activity change (cytotoxicity), % at 5 µM | 0.36% of 360,000 active | AID 602141;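 active means corrected activity change at or below -50% at 5 µM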
EBV LMP1 NFkB: reduces LMP1-driven NF-kappaB luciferase signal; LMP1-induced NF-kappaB luciferase reporter cells, luminescence; inhibition, % at 12.5 µM; 0.69% of 350,000 active; AID 504558; in the data active means inhibition above about 41%;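 further: 0% = neutral control wells and 100% = reference inhibitor control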
Shn3 inh set2: reduces Shn3 3'UTR luciferase signal in osteoblasts. 0.52% of 360,000 active. inhibition, % at 12.5 µM. Clone20 osteoblast Shn3 3'UTR firefly luciferase, 24 h. AID 588674;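 active means mean inhibition of at least 75% with every replicate also reaching 75%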;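 further: 0% = median of neutral control wells and 100% = pilot-screen positive control compound; some compounds past the cut are filed as inactive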
TRAIL sens C8: sensitizes caspase-8 expressing cells to TRAIL; NB7+C8 cells + TRAIL, ATPlite viability luminescence; AID 624354; inhibition (viability loss, TRAIL sensitization), % at 10 µM; 1% of 360,000 active;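 active means compounds causing at least 50% loss of cell viability in the single-dose screen, relative to plate controls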
TWEAK Fn14 block: inhibitors of TWEAK-Fn14 interaction signaling. TWEAK-stimulated Fn14 reporter cells, luciferase luminescence, 8 h. inhibition, % at 10 µM. 2% of 360,000 active; in the data active means inhibition above about 50%
SRC1 inh: human NCOA1 inhibition; inhibition, % at 3.6 µM; AID 588354; HEK293 GAL4-SRC1 luciferase reporter, luminescence; Q15788; 0.12% of 360,000 active;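 active means inhibition above the campaign mean plus 3 SD, with each screening campaign given its own cutoff, cut at about 60% in these data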;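 further: 0% = DMSO treated cells and 100% = gossypol at 36 µM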
TROY NFkB inh: TROY signaling inhibition | Q293 LMP1-TROYcd NF-kB luciferase reporter, 4 h | inhibition, % at 10 µM | 0.98% of 360,000 active | AID 1347056;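 active means compounds whose plate-normalised and pattern-corrected inhibition of the luciferase reporter signal at the single screening dose is 50% or more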
* = called active by the depositor; · = not tested or not shown. This is a subset (hit frequency here may not be typical).

The opening two compounds, to show the layout:
Screens in order: NCOA3 inh	CF NFkB inh	NR5A2 inv ag	COUP-TFII inh	KKLEB tox	EBV LMP1 NFkB	Shn3 inh set2	TRAIL sens C8	TWEAK Fn14 block	SRC1 inh	TROY NFkB inh
COc1cc(/C=C2\C(=N)N3N=C(S(C)(=O)=O)SC3=NC2=O)ccc1OC(=O)c1cccs1
  -17	11	-11	11	-7	3	-3	-9	-12	-5	1
Cc1ccn(C(C)CC(=O)N2CCc3ccccc32)n1 (stereo unspecified)
  11	-1	2	-14	4	0	1	5	4	-1	-21

The list itself, repeating the preview:
Screens in order: NCOA3 inh	CF NFkB inh	NR5A2 inv ag	COUP-TFII inh	KKLEB tox	EBV LMP1 NFkB	Shn3 inh set2	TRAIL sens C8	TWEAK Fn14 block	SRC1 inh	TROY NFkB inh
COc1cc(/C=C2\C(=N)N3N=C(S(C)(=O)=O)SC3=NC2=O)ccc1OC(=O)c1cccs1
  -17	11	-11	11	-7	3	-3	-9	-12	-5	1
Cc1ccn(C(C)CC(=O)N2CCc3ccccc32)n1 (stereo unspecified)
  11	-1	2	-14	4	0	1	5	4	-1	-21
NC(=O)CC(NC(=O)Cc1ccc(Cl)cc1)c1ccc(NC2CCN(Cc3ccccc3)CC2)c([N+](=O)[O-])c1 (stereo unspecified)
  -1	-6	-1	3	-3	7	3	-6	-11	-1	4
COc1cc(/C=N/n2cnnc2)ccc1OC(=O)c1cccnc1
  6	0	14	-6	6	-4	2	-3	4	-6	42
CC(C)CNC(=O)c1cccc(NC(=O)Cc2ccc(Br)cc2)c1
  -4	3	-3	-1	10	5	15	13	-10	8	7
Cc1ccc(-c2cc(=O)[nH]c3ccccc23)cc1
  -16	10	2	1	-7	-2	-14	-7	-2	-34	-4
Cc1ccc(C(C)C)cc1OCC(=O)Nc1ccccc1N1CCCC1
  19	14	24	-18	-3	-5	0	13	-10	23	-9
CCn1cc(C(=O)NCCCOC)c2cc(OC)c(OC)cc2c1=O
  11	-7	-15	-16	-3	4	-14	-7	-23	8	-2
COc1nnc(-c2ccc(N3CCOCC3)c(NC(C)=O)c2)c2ccccc12
  -16	5	14	-1	-12	-6	2	-14	-30	-2	-5
Cc1c(C(=O)O)c(C(=O)O)c2n1CCS2
  16	1	-3	16	0	0	-13	5	3	-8	7
CN(CCO)C(=O)c1nc[nH]c1C(=O)N1CCN(C(=O)OC(C)(C)C)CC1
  -4	-10	-17	2	4	-2	-18	-12	-4	1	-13
COC(=O)C1=NNC2(C)C(=O)N(c3ccc(C)cc3)C(=O)C12 (stereo unspecified)
  19	-22	6	7	13	1	20	3	2	4	3
c1ccc(Cc2nn3c(Cn4nnc5ccccc54)nnc3s2)cc1
  -2	-23	-14	-8	-6	-12	-7	5	16	-32	13
Cc1ccc(C(=O)O/N=C/c2c(Cl)n(C)c3ccccc23)cc1
  12	4	-4	9	-3	2	-24	15	-9	-3	-18
C=C(C)COc1ccc(-c2nc(N)ncc2Oc2ccc(OC)cc2)c(O)c1
  3	26	17	10	-18	-11	-4	-14	12	-2	-32
CN(C)S(=O)(=O)c1ccc(Cl)c(NC(=O)CSc2nc3c(cc2C#N)C(=O)CCC3)c1
  13	14	0	-2	9	-2	11	4	13	-6	21
CCOC(=O)c1c(C)[nH]c(C(=O)N(C)CC(=O)Nc2ccc(OC)cc2)c1C
  23	9	-1	7	-2	-21	0	-4	6	-14	1
CCOC(=O)c1c(C)nc(C)c(C(=O)OCC)c1-c1ccc(Br)cc1
  -7	5	16	3	-12	5	10	4	-7	17	11
COc1ccccc1N1CCN(C(=O)c2c(C)cc(=O)oc2C)CC1
  -23	-6	3	-4	8	3	7	-4	10	2	·
O=S(=O)(Nc1nc2ccccc2nc1Cl)c1ccc(Br)cc1
  7	-16	-20	0	3	6	-23	-2	27	-31	-8

Given as comma-separated lines: entries from further up
canonical_smiles,NCOA3 inh,CF NFkB inh,NR5A2 inv ag,COUP-TFII inh,KKLEB tox,EBV LMP1 NFkB,Shn3 inh set2,TRAIL sens C8,TWEAK Fn14 block,SRC1 inh,TROY NFkB inh
COc1nnc(-c2ccc(N3CCOCC3)c(NC(C)=O)c2)c2ccccc12,-16,5,14,-1,-12,-6,2,-14,-30,-2,-5
Cc1c(C(=O)O)c(C(=O)O)c2n1CCS2,16,1,-3,16,0,0,-13,5,3,-8,7
CN(CCO)C(=O)c1nc[nH]c1C(=O)N1CCN(C(=O)OC(C)(C)C)CC1,-4,-10,-17,2,4,-2,-18,-12,-4,1,-13
COC(=O)C1=NNC2(C)C(=O)N(c3ccc(C)cc3)C(=O)C12 (stereo unspecified),19,-22,6,7,13,1,20,3,2,4,3
c1ccc(Cc2nn3c(Cn4nnc5ccccc54)nnc3s2)cc1,-2,-23,-14,-8,-6,-12,-7,5,16,-32,13
Cc1ccc(C(=O)O/N=C/c2c(Cl)n(C)c3ccccc23)cc1,12,4,-4,9,-3,2,-24,15,-9,-3,-18
C=C(C)COc1ccc(-c2nc(N)ncc2Oc2ccc(OC)cc2)c(O)c1,3,26,17,10,-18,-11,-4,-14,12,-2,-32
CN(C)S(=O)(=O)c1ccc(Cl)c(NC(=O)CSc2nc3c(cc2C#N)C(=O)CCC3)c1,13,14,0,-2,9,-2,11,4,13,-6,21
CCOC(=O)c1c(C)[nH]c(C(=O)N(C)CC(=O)Nc2ccc(OC)cc2)c1C,23,9,-1,7,-2,-21,0,-4,6,-14,1
CCOC(=O)c1c(C)nc(C)c(C(=O)OCC)c1-c1ccc(Br)cc1,-7,5,16,3,-12,5,10,4,-7,17,11
COc1ccccc1N1CCN(C(=O)c2c(C)cc(=O)oc2C)CC1,-23,-6,3,-4,8,3,7,-4,10,2,·
O=S(=O)(Nc1nc2ccccc2nc1Cl)c1ccc(Br)cc1,7,-16,-20,0,3,6,-23,-2,27,-31,-8

Further records:
Screens in order: NCOA3 inh	CF NFkB inh	NR5A2 inv ag	COUP-TFII inh	KKLEB tox	EBV LMP1 NFkB	Shn3 inh set2	TRAIL sens C8	TWEAK Fn14 block	SRC1 inh	TROY NFkB inh
O=C(OCC(=O)N1CCN(C(=O)c2ccco2)CC1)c1cc(-c2ccccc2)nc2ccccc12
  4	-24	8	0	4	2	5	-5	10	8	·
COc1ccc(CSc2nnc(-c3ccncc3)n2C)cc1F
  -16	-10	1	6	1	-2	-3	10	-12	3	-5
Cc1cccc(NC(=O)CNC(=O)CN2C(=O)NC(C)(CCC(C)C)C2=O)c1C (stereo unspecified)
  2	17	1	-8	0	2	-3	5	1	-1	4
CC1=Nc2ccc(C)c3nc(C)cc(c23)N1c1ccc(C)cc1
  -14	-5	4	8	-2	-15	-10	14	5	-14	-3
CCn1c(CN2CCN(C(=O)c3ccco3)CC2)nc2c1c(=O)n(C)c(=O)n2C
  15	17	0	-1	-3	3	-2	2	13	14	-5
C(=N\Nc1nc(N2CCCC2)nc(N2CCCC2)n1)/c1cccnc1
  10	-14	-34	-5	17	4	5	3	7	0	-1
Cc1cc(C)n2nc(SCC(=O)N/N=C/c3ccccn3)nc2n1
  -2	-2	23	-4	4	3	-24	-12	-3	-2	5
COc1ccc(C2CC(c3cccs3)=NN2C(=O)COC(=O)c2cc3ccccc3cc2O)cc1OC (stereo unspecified)
  7	-7	9	12	9	2	23	6	-21	3	-4
O=C(c1cccc(Oc2ccc([N+](=O)[O-])cc2Cl)c1)N1CCCCC1
  13	12	2	9	-1	-17	18	1	11	-15	-10
C=CCNC(=O)c1cccc2c1C(=O)c1ccc(N3CCCC3)cc1S2(=O)=O
  4	-4	17	0	2	-4	-1	9	4	-14	-20
Cc1ccc(N(C(=O)CNC(=O)c2ccco2)C(C(=O)NC2CCCC2)c2ccncc2)cc1 (stereo unspecified)
  -15	12	10	6	12	-1	10	6	9	10	7
CCCCOc1ccccc1C(=O)NNC(=S)NC(=O)c1ccccc1[N+](=O)[O-]
  -17	20	-7	-18	0	9	31	4	4	15	-6
CCc1cccc(NC(=O)c2ccc3c(=O)n4c(nc3c2)CCCCC4)c1
  -12	-5	-59	-24	-5	0	-37	7	2	-14	-1
Cc1cc(NC(=O)C2CC(=O)N(c3ccc(F)cc3)C2)no1 (stereo unspecified)
  6	-1	5	-8	6	0	-5	-1	19	-187	9
COCCn1c(C)cc(C(=O)CSc2nc3ccccc3o2)c1C
  -64	-14	-128	-39	4	-14	30	21	-7	-80	5
O=C(NCCCSc1ccccc1)c1cnc(Cl)c(Cl)c1
  5	0	3	-9	-2	-1	1	-3	15	-16	-50
Cc1noc(C)c1S(=O)(=O)NC(=O)C1(C)CCN1C(=O)C1(c2ccc(Cl)cc2)CC1 (stereo unspecified)
  12	3	-11	-3	6	·	-11	-9	-3	-6	10
Cc1cccc(NC(=O)c2ccc(C)c(S(=O)(=O)N3CCOCC3)c2)n1
  12	11	10	0	0	2	-2	17	-4	-76	-15
COc1ccc(OC)c(CCNC(=O)CS(=O)(=O)Cc2nc(-c3ccccc3Cl)oc2C)c1
  -8	18	-6	-2	-15	-23	17	-10	25	-14	2
C#CCOCCOCCOCCNc1nc(N2CCN(C(=O)CCCCCCCCCCNC(=O)Cn3cc(C[C@@H](C)O)nn3)CC2)nc(N2CCN(C(=O)CCCCCCCCCCNC(=O)Cn3cc(C[C@@H](C)O)nn3)CC2)n1
  -10	8	-5	7	8	-2	14	9	27	-19	-35
Cc1ccc(-c2nsc(SCC(=O)NCc3ccc4c(c3)OCO4)n2)cc1
  7	-19	-7	-2	6	-4	9	0	-24	3	-25
Cc1ccc(OCCn2c(CCCO)nc3ccccc32)cc1
  4	-14	14	-13	-11	-1	-5	-3	-4	7	2
CC(=O)c1sc(NC(=O)C2CC(=O)N(Cc3ccco3)C2)nc1-c1ccccc1 (stereo unspecified)
  14	-37	36	-4	10	3	-3	14	19	10	-1
Cc1cccc(NC(=S)NC2CC3C=CC2C3)c1 (stereo unspecified)
  6	-15	3	13	26	-3	-16	-10	-12	-8	-36
CSc1ccccc1NC(=O)COC(=O)c1ccccc1O
  0	11	2	3	-5	-13	4	8	-15	1	-54
CC1C(c2ccccc2)N(C)CCC12NC(=O)NC2=O (stereo unspecified)
  -5	-12	-8	-8	2	-3	-10	2	-9	4	-5
COc1ccc2nc(-c3ccccc3)nc(SCC(=O)NCC3CCCO3)c2c1 (stereo unspecified)
  5	-7	12	6	-12	-2	5	2	7	12	-10
O=C(Nc1cccc(-n2cccn2)c1)C1CCCN(Cc2cccc(F)c2F)C1 (stereo unspecified)
  4	-38	-1	9	-2	-3	17	16	-2	4	24
COc1cccc(C(C(=O)NCC2CCCO2)N(CC2CCCO2)C(=O)CN2C(=O)c3ccccc3S2(=O)=O)c1 (stereo unspecified)
  14	6	8	7	-8	-8	1	7	7	-22	-36
CS(=O)(=O)N1CCN(c2ccc(NC(=O)CSc3ccc(Cl)cc3)cc2)CC1
  16	-3	-4	-9	0	-7	-9	-10	-20	-54	-8
COc1ccccc1C(=O)C1Nc2ccccc2-c2nnc(SC)nc2O1 (stereo unspecified)
  6	2	7	-11	6	3	-41	11	0	-10	-13
